eLon inh: inhibitors of E. coli Lon protease, primary screen, biochemical, fluorescence polarization; P0A9M0; purified E. coli Lon protease; inhibition, % at 7.94 µM; 0.42% of 360,000 active; AID 602123, 2011; in the data active means inhibition above about 13%, passing the limit was not always enough;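 further: 0% = enzyme with probe and DMSO and 100% = no enzyme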
TbMetRS inhib: T. brucei MetRS inhibitors, primary screen, biochemical, luminescence | purified T. brucei MetRS, ATP depletion, Kinase-Glo luminescence | inhibition, % at 11.9 µM | 0.4% of 360,000 active | AID 624268, 2012;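 active means inhibition above a per-plate cutoff of the control wells' mean inhibition plus 3 SD, cut at about 5.5% in these data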;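 further: 0% = DMSO wells median and 100% = median of wells with control inhibitor compound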
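Material: parasite MetRS enzyme / Replication: singlicate, one well per compound / Signal: luminescence of leftover ATP / Schedule: 2 h aminoacylation at 25 °C after 15 min preincubation / Medium: HEPES-MgCl2-KCl buffer plus DTT, spermine, BSA, pyrophosphatase / Doses: 11.9 µM single point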
bovine MsrA act: bovine MsrA enzyme activators, primary screen, biochemical, absorbance, HTS; Methionine sulfoxide reductase A (Bos taurus); activation, % at 10.6 µM; purified bovine MsrA, absorbance read-out; 0.3% of 360,000 active; in the data active means activation above about 7.5%;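 further: 0% = vehicle and 100% = reference activator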
LMPTP block: LMPTP phosphatase inhibitors, primary screen, biochemical, fluorescence intensity, uHTS. AID 651560, 2012. Low molecular weight phosphotyrosine protein phosphatase (Homo sapiens), P24666. recombinant LMPTP-A, OMFP fluorogenic substrate. inhibition, % at 20 µM. 0.22% of 360,000 active;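 active means compounds that cut the enzyme signal by at least half of the control window in the single-dose screen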;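 further: plate controls were DMSO wells with enzyme plus substrate for no effect and substrate without enzyme for full effect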
Target sequence (P24666 whole entry, looked up): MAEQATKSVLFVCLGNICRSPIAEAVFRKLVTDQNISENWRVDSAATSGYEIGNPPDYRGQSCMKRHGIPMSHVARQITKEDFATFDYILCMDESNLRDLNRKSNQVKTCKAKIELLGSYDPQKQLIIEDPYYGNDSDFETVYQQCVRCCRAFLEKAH
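Assay system: LMPTP-A phosphatase enzyme | Input: 0.625 nM enzyme | Also added: Fluorogenic phosphatase substrate OMFP at 400 µM final | Compound dosing: One test concentration per compound, 20 µM, with 3% DMSO overall | Schedule: 50 min enzyme reaction at room temperature, protected from light | Signal: Fluorescence intensity | Benchmarks: no-enzyme and uninhibited controls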
MsrA inhibitor: bovine MsrA enzyme inhibitors, primary screen, biochemical, absorbance, HTS. purified bovine MsrA, absorbance read-out. inhibition, % at 15.5 µM. 0.75% of 360,000 active. AID 651718, 2012; in the data active means inhibition above about 4.5%;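 further: 0% = vehicle wells with enzyme and 100% = reference inhibitor wells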
Scp-1 inhibitor: Scp-1 phosphatase inhibitors, primary screen, biochemical, colorimetric, uHTS | Carboxy-terminal domain RNA polymerase II polypeptide A small phosphatase 1 (Homo … | 0.88% of 340,000 active | AID 493091, 2011 | Recombinant Scp1, phosphopeptide, malachite green phosphate absorbance | inhibition, % at 20 µM;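 active means inhibition above about 50% at 20 µM, limit read from the data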;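 further: plate controls were DMSO wells with enzyme for no effect and wells lacking enzyme for full effect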
Target sequence (Q9GZU7 76-261 limits assumed): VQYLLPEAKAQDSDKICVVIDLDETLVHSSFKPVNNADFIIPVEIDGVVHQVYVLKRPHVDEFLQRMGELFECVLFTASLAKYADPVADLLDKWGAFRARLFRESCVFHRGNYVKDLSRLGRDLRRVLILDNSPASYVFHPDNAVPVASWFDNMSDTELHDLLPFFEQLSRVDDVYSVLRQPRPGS
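Test system: SCP-1 phosphatase catalytic domain, residues 76-261 | Compound dosing: One concentration, 20 µM, with 1.0% DMSO | Schedule: 45 min room-temperature reaction, 5 min colour, 30 min stabiliser | Detection: Absorbance at 630 nm | Read-out basis: % inhibition of SCP-1 phosphate liberation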
SUMO1-SIM PPI: modulators of SUMO1 protein-protein interactions, primary screen, biochemical, uHTS; Small ubiquitin-related modifier 1 (Homo sapiens), P63165; SUMO1 binding to a labelled peptide, TR-FRET, 1 h; inhibition, % at 20 µM; 0.33% of 360,000 active; AID 602429, 2012; in the data active means inhibition above about 37%
Target sequence (P63165 whole entry, looked up): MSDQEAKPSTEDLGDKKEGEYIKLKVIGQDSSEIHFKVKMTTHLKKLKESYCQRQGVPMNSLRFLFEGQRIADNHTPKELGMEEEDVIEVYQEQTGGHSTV
DNMT1 inh: human DNMT1 methyltransferase inhibitors, primary screen, biochemical, molecular beacon, fluorescence, HinP1I cleavage, uHTS; 0.83% of 360,000 active; DNA (cytosine-5)-methyltransferase 1 (Homo sapiens), P26358; inhibition (reported as % activation of signal), % at 10 µM; in the data active means inhibition above about 50%
STEP block: STEP phosphatase inhibitors, primary screen, biochemical, fluorescence intensity, uHTS; 0.25% of 360,000 active; recombinant STEP, OMFP fluorogenic substrate; inhibition, % at 20 µM;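 active means inhibition at 20 µM, scaled per plate between control wells, above about 37%, limit read from the data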;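 further: 0% = DMSO with enzyme and substrate and 100% = substrate only without enzyme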
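Assay system: isolated STEP enzyme. Buffer or medium: pH 6.0 Bis-Tris with DTT and Tween 20. Also added: fluorogenic phosphatase substrate OMFP at 25 µM final. Dosing: 20 µM, 1% DMSO. Timing: 20 min reaction, room temperature, in the dark. Measured by: fluorescence intensity, excitation 480 nm, emission 540 nm. Evaluation: normalized % inhibition.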
CendR NRP1 mod: modulators of CendR peptide binding to NRP-1, primary screen, biochemical, fluorescence polarization, uHTS. 0.85% of 360,000 active. AID 602438, 2012. FAM-RPARPAR peptide binding to NRP-1. inhibition, % at 25 µM. Neuropilin-1 (Homo sapiens), O14786;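 active means inhibition or corrected inhibition above about 18%, plus a signal ratio from 0.5 to 1.5, limit read from the data, passing the limit was not always enough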; further: strong numbers were not always called active
Active calls of the source: *; . = not tested or not shown.

SMILES	eLon inh	TbMetRS inhib	bovine MsrA act	LMPTP block	MsrA inhibitor	Scp-1 inhibitor	SUMO1-SIM PPI	DNMT1 inh	STEP block	CendR NRP1 mod
Cc1cccc(OCCCC(=O)Nc2nnc(C3CCCO3)s2)c1C (centres undefined)	7	-0.6	-2	-0.2	-0.7	-5	-1	-6	-1	11
N=c1oc2ccc([N+](=O)[O-])cc2cc1C(=O)NCc1ccccc1	4	-0.4	-3	-0.7	3.3	4	-13	-3	-2	-119
Cc1nnc(SCC(=O)NC23CC4CC(CC(C4)C2)C3)s1	-11	-0.9	-4	-1.7	-1.1	-9	0	0	-3	-7
Cc1cc(C)c(S(C)(=O)=O)c(=O)[nH]1	1	0.7	-2	0.5	1.6	0	-1	-1	1	-3
CC(=O)Nc1cc(C(=O)N(C)Cc2ccco2)ccc1Sc1ccc(Cl)cc1	0	0.4	1	0.2	-1.5	-11	2	-1	-3	5
CC(C)CNc1c(N)n(CC(C)C)c(=O)[nH]c1=O	-3	-0.2	2	-0.9	1.3	-4	4	-1	0	-4
COc1ccc(CNCCc2ccc(Cl)cc2)cc1OCc1ccccc1	3	-0.3	-2	2.7	.	15	-25	-1	5	12
C/C(CCc1ccc2c(c1)OCO2)=N\N=C1\NC(=O)CC(C(=O)Nc2ccccc2)S1 (centres undefined)	5	-0.6	-3	0.6	-0.2	-1	4	-5	1	-4
CCOC(=O)c1ccc(Nc2nc(C)nc3c2nnn3Cc2ccccc2)cc1	0	-0.4	-1	2.1	1.2	-6	-1	35	0	-4
CCn1c(=N)n(CC(=O)c2ccco2)c2ccccc21	-11	-0.7	-10	0.6	-0.1	22	-1	14	-2	1
Cc1ccc(C(=O)NC2(O)C(=O)c3ccccc3C2=O)cc1C	2	1.1	1	1.4	0.0	4	-4	24	3	12
Cc1ccc(NC(=O)CCC(=O)N2CCC(C)CC2)c([N+](=O)[O-])c1	6	-0.8	-11	-1.7	1.0	1	-21	2	-5	14
COc1ccc(C2/C=C\CN(C(=O)NC34CC5CC(CC(C5)C3)C4)CC(=O)N2Cc2ccc(F)cc2)cc1 (centres undefined)	2	-0.5	-11	2.4	0.9	-2	4	-3	0	0
CC(C)(C)N(CC#CCC(O)(c1ccccc1)C1CCCC1)CCO (centres undefined)	-8	1.1	1	0.8	-0.4	-9	2	9	8	1
CCCCC1=NN2C(=N)CC(=O)N=C2S1	-11	-0.3	-2	4.1	-0.1	-2	13	4	3	4
NS(=O)(=O)c1ccc(CCNC(=O)CN2CCC(Cc3ccccc3)CC2)cc1	2	-0.2	-2	-1.9	0.7	-9	-1	-2	-6	0
O/N=C/c1ccc(-c2ccccc2OC(F)(F)F)o1	3	-0.7	-3	4.7	-0.5	-14	-8	4	0	-1
CCn1c(COc2ccc(C)cc2)nnc1SCC(=O)NNC(=O)c1ccc(OC)cc1	2	-0.5	1	-0.2	1.5	-8	-2	-1	2	2
O=C1c2ccccc2C(c2nnnn2Cc2ccccc2)N1Cc1ccc(F)cc1 (centres undefined)	1	-0.3	-1	0.4	-0.6	.	4	.	.	-11
CN(C)S(=O)(=O)c1ccc(N2CCCC2)c(C(=O)OCC(=O)NC2(C#N)CCCCC2)c1	1	-0.5	-5	-0.3	.	2	3	-1	-1	-1
NNC(=O)c1ccc(CSc2nc3ccccc3s2)cc1	-3	-0.4	-4	0.5	0.5	-2	2	-4	5	-9
CCCCn1c(N)c(N(CC(C)C)C(=O)C2CC(=O)N(CCc3ccccc3)C2)c(=O)[nH]c1=O (centres undefined)	6	-0.5	-1	0.3	0.1	-2	-7	-1	-1	1
Cc1c(C#N)c2ccccc2n1CC(=O)NC(C)c1ccccc1 (centres undefined)	-5	-1.0	-6	0.5	1.1	-9	-1	1	-2	-4
COc1cccc(C(=O)N2c3cc(C)ccc3OCC2C(C)(C)C)c1 (centres undefined)	6	-1.1	-1	2.9	-0.3	-16	0	4	2	-6
CC1CN(S(=O)(=O)c2cccc(C(=O)N(C)C3CCN(C)CC3)c2)CC(C)O1 (centres undefined)	-8	0.1	-2	-4.6	0.1	2	-3	3	10	6
Cc1cc2c(NCc3ccccc3)ncnc2s1	2	0.3	-7	-1.4	0.4	-5	2	-6	-1	-4
Cc1ccc(S(=O)(=O)N2CCN(C(=O)C(C)Cn3cncn3)CC2)cc1C (centres undefined)	-3	0.4	-2	-1.3	-0.2	-10	-3	2	0	-3
COc1cccc(OCC(=O)O)c1	7	-0.7	-1	-2.1	-1.1	-1	0	0	11	8
CC(=O)N1N=C(c2cccc(Cl)c2)OC1c1ccc(C(C)C)cc1 (centres undefined)	-8	-0.3	1	-2.0	0.4	-9	-4	2	2	-4
CC(=O)c1ccc(N2Cc3ccccc3C2=NC(=O)c2cccs2)cc1	-1	-0.3	-6	-0.2	-0.7	-10	-11	-4	0	-16
Oc1c(Cl)cc(Cl)cc1/C=N/c1nccs1	-11	0.8	4	1.7	0.8	-4	21	-5	0	-28
Cc1ccc(-c2nc(-c3ccncc3)no2)c(C)c1	3	1.6	-1	1.8	-0.6	-2	-1	0	1	10
COc1ccc(-c2[nH]ncc2CN2CCN(c3ccc(F)cc3)CC2)cc1	0	-0.5	-2	-1.0	0.7	-8	23	0	-3	-12
Cn1cnc2cc(NC(=O)COc3ccccc3)ccc21	7	-0.2	-3	-0.7	0.2	-7	1	2	1	4
COc1ccc(NC(=O)C2CCCN(C(=O)Nc3ccc(F)cc3)C2)cc1 (centres undefined)	-11	0.3	-1	0.0	1.0	-10	4	1	-1	3
COc1cccc(-c2sc3ccc(OC)cc3c2C#CCCO)c1	9	0.3	-1	3.3	-0.3	-4	-8	-20	0	0
O=C(CCC(=O)N1CCc2ccccc21)Nc1ccccc1	-4	-0.1	-5	-0.9	-0.6	-5	-1	-5	0	-4
CCOC(=O)C1=C(COC(=O)/C=C/c2ccc([N+](=O)[O-])cc2)NC(=O)NC1C (centres undefined)	-12	-0.7	-13	-0.1	1.3	2	-39	4	-2	-3
COCCNC(=O)c1ccc(C)c(S(=O)(=O)Nc2ccc(C)cc2)c1	2	-0.2	-3	-0.6	-1.4	15	4	17	1	6
O=C1CCC(C(=O)N(Cc2ccco2)C2(C(=O)NC3CCCC3)CCCCC2)N1 (centres undefined)	-2	-0.9	-2	-0.6	.	-4	1	1	2	-3
Nc1nc(OCC2CCCCC2)c2[nH]cnc2n1	-10	-0.6	-2	1.2	-1.3	1	6	2	0	-10
O=C(Oc1ccc([N+](=O)[O-])cc1)c1ccc2ccccc2n1	-2	-0.6	-4	-0.3	0.1	40	-17	3	-1	6
Cc1cc2ncn(S(=O)(=O)N3CCCCC3)c2cc1C	-5	-1.3	-4	0.5	0.6	-1	-1	-2	0	-11
Nc1ccccc1C#Cc1ccc([N+](=O)[O-])cc1	2	-0.7	-12	0.7	2.4	-10	-20	-4	-3	-8
O=C(NC1CCCc2ccccc21)C1CCN(S(=O)(=O)c2cccc3nsnc23)CC1 (centres undefined)	-11	-0.4	-1	-0.6	-1.1	8	-8	0	0	-12
COc1cccc(C2=CC(=O)CC(C)(C)C2)n1	-4	0.0	-3	-0.7	1.2	-2	-7	0	-1	21
O=C(N/N=C/c1ccoc1)c1ccc(Br)cc1	0	-0.5	-5	0.3	0.3	18	-4	10	4	14
Cc1nn(-c2ccccc2)c2c1C(O)n1c(nc3ccccc31)S2 (centres undefined)	5	-0.1	-5	1.3	0.2	-8	0	24	2	-7
COc1cc2c(C(=O)N3CCN(C)CC3)c(C)oc2cc1Br	2	0.0	2	-1.1	0.2	-7	0	-2	4	0
CC1(C(=O)O)CCC(C(=O)Nc2ccc(OC(F)(F)Cl)cc2)C1(C)C (centres undefined)	5	-0.5	-9	-1.9	-1.9	-4	4	2	1	-4
Cc1nc(SCC(=O)NCc2ccc(F)cc2)c2c(=O)n(C)c(=O)n(C)c2n1	-7	-0.7	-4	-1.6	-0.1	-8	5	9	2	-9

Screening data deposited in PubChem BioAssay by several laboratories.
